# From PubChem
# GC-A act: GC-A stimulated cGMP production enhancers – HEK293 GC-A cells, cGMP TR-FRET, EC30 ANP, primary screen; 0% at EC30 ANP, 100% saturating ANP; activation, % at 10 µM; AID 1671463, 2021; actives 0.14% (n = 370,000); in the data active = activation above about 40%
# NR1D1 modulator: modulators of Rev-erb alpha DNA binding, primary screen, biochemical, FITC-DNA, fluorescence polarization, uHTS; Nuclear receptor subfamily 1 group D member 1 (Homo sapiens), P20393; Rev-erbα–FITC-DNA binding, 90 min; activity, % at 10 µM; actives 0.79% (n = 370,000);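 active = activity above about 14%, limit read from the data; passing the limit was not always enough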;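 note: 0% = DMSO wells with 35 nM protein and 100% = DMSO wells with 750 nM protein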
# Target sequence (P20393 whole entry, looked up): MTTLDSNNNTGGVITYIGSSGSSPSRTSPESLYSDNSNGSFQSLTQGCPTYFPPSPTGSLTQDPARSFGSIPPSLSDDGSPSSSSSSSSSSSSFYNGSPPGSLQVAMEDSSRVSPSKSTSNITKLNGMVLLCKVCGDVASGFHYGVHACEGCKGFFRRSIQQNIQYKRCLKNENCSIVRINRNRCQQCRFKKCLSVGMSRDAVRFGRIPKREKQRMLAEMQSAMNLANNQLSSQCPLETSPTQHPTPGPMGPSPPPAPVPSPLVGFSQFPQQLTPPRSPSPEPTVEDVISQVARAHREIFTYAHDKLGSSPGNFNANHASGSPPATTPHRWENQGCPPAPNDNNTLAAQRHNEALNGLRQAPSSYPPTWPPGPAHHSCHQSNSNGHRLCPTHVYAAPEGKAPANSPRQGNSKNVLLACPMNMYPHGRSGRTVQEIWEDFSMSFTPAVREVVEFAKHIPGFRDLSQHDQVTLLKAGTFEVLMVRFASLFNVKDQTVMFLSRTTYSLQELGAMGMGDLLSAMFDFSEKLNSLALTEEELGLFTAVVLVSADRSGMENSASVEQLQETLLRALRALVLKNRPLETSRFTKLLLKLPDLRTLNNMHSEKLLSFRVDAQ
# PG9 Ab binder: binders of HIV-1 gp120 antibody PG9, primary screen, biochemical, TR-FRET; TR-FRET gp120-PG9 antibody binding; inhibition, % at 6.7 µM; actives 0.43% (n = 360,000); AID 624416, 2012; in the data active = inhibition above about 8.5%
# rCAG RNA binder: binders of r(CAG) RNA repeats, primary screen, biochemical, fluorescence; r(CAG) RNA repeat, TO-PRO-1 dye displacement fluorescence; inhibition, % at 3 µM; actives 1.3% (n = 370,000); AID 651821, 2012;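 active = inhibition above the plate cutoff, the mean of all test compounds on that plate plus 3 SD, cut at about 35% in these data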;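 note: 0% = DMSO alone and 100% = 100 µM mitoxantrone as full dye displacement; higher means more dye released from RNA so lower well fluorescence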
# HTRA1 inhibitor: HTRA1 serine protease inhibitors, primary screen, biochemical, fluorescence polarization, HTS; Q92743; recombinant HTRA1, FP-rhodamine activity-based probe; inhibition, % at 5.96 µM; actives 0.5% (n = 340,000); in the data active = inhibition above about 36%;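 note: 0% = enzyme with DMSO and 100% = wells lacking enzyme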
# mABHD4 FP: ABHD4 inhibitors, primary screen, biochemical, fluorescence polarization, mouse; (Lyso)-N-acylphosphatidylethanolamine lipase (Mus musculus), Q8VD66; purified mABHD4, FP-Rh probe fluorescence polarization; inhibition, % at 8.92 µM; actives 0.54% (n = 370,000); AID 720543, 2013;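 active = inhibition exceeding the mean over every tested compound plus 3 SD, cut at about 30% in these data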;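 note: 0% = plate median of compound wells and 100% = S159A mutant with DMSO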
#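 Assay system: mouse ABHD4 enzyme, wild type / Also added: fluorescent activity-based probe FP-Rh / Doses: single nominal dose of 8.92 µM, 0.89% DMSO final / Timing: 45 min compound pre-incubation plus 60 min probe step, 25 °C / Signal: FP readout, ex 525 nm / em 598 nm / Control set: S159A mutant/DMSO as 100%, compound-well median as 0%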
# ARFGAP1 inh: inhibitors of rat ARFGAP1 GAP activity, primary screen, biochemical, fluorescence polarization, GDP tracer; inhibition, % at 16.5 µM; Arfgap1-stimulated ARF1 GTP hydrolysis, GDP FP detection; AID 651572, 2012; actives 0.26% (n = 360,000); ADP-ribosylation factor GTPase-activating protein 1 (Rattus norvegicus), Q62848;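 active = inhibition above a per-plate limit, mean inhibition of low control wells plus 3 SD, cut at about 25% in these data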;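 note: 0% = DMSO wells with enzyme and 100% = wells lacking Arfgap1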
#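 Repeats: one replicate per compound; assay system: rat Arfgap1 catalytic domain, aa 1-136; times: enzyme reaction 120 min at 25 °C after 20 min preincubation; detection: FP of antibody-bound GDP Alexa 633 tracer, ex 620/em 688 nm; benchmarks: high control wells lacking Arfgap1, low control full reaction with DMSO; reagent: human ARF1(Δ1-17)-GTP substrate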
# SMARCA2 act: SMARCA2 (BRM) function activators, primary screen, cell-based, luminescence, high throughput; activation, % at 9.1 µM; MG213 cells, MMTV-luciferase reporter, dexamethasone, overnight; actives 1% (n = 370,000); in the data active = activation above about 7.8%;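 note: 0% = vehicle wells and 100% = reference activator wells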
# GC-B act: human GC-B receptor activators, primary screen, HEK293 GC-B cells, cGMP TR-FRET, EC30 CNP | Atrial natriuretic peptide receptor 2 (Homo sapiens), P20594 | AID 1920062, 2024 | 0% at EC30 CNP, 100% saturating CNP | actives 0.11% (n = 370,000) | activation, % at 10 µM;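 active = activation at 10 µM reaching about 35% in either raw or pattern-adjusted values, limit read from the data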
# ASAP1 inh: inhibitors of human ASAP1 ArfGAP activity, primary screen, biochemical, fluorescence polarization | actives 0.19% (n = 360,000) | inhibition, % at 16.5 µM | AID 624377, 2012 | ASAP1-stimulated ARF1 GTP hydrolysis, GDP FP detection | Arf-GAP with SH3 domain, ANK repeat and PH domain-containing protein 1 (Homo sapiens), …; in the data active = inhibition above about 25%;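 note: 0% = vehicle with enzyme and substrate and 100% = no enzyme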
# Target sequence (Q9ULH1 325-724 limits assumed): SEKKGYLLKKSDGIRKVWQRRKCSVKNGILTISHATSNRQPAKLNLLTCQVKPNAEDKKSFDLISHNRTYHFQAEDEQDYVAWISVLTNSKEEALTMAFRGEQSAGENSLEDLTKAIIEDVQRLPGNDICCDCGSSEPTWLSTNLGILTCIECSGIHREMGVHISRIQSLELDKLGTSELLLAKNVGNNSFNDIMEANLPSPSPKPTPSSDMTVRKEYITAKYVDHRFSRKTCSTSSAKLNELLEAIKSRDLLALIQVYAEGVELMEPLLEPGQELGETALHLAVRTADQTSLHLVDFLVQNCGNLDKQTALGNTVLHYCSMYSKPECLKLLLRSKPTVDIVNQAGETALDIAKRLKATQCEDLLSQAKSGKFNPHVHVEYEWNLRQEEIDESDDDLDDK
# * marks the source's active call; other numbers are inactive results; · = no result given; & = joins results of further samples.
SMILES,GC-A act,NR1D1 modulator,PG9 Ab binder,rCAG RNA binder,HTRA1 inhibitor,mABHD4 FP,ARFGAP1 inh,SMARCA2 act,GC-B act,ASAP1 inh
O=C(Nc1ccc(F)cc1)c1cccc(N2C(=O)c3ccccc3C2=O)c1,7.1,-11.2,-0.7,0.3,-16.1,-2.3,-8.1,-1.2,3.0,-4.6
C[C@@H]1CCCCO[C@@H](CN(C)S(=O)(=O)c2ccccc2)[C@@H](C)CN([C@H](C)CO)C(=O)c2cc(NS(=O)(=O)c3ccc(F)cc3)ccc2O1,2.9,5.0,1.9,8.4,-27.1,0.7,5.9,-5.8,0.9,6.1
O=[N+]([O-])c1ccc(N2CCN(S(=O)(=O)c3ccc4ccccc4c3)CC2)cc1NCc1ccco1,-3.7,2.0,-2.2,3.2,-1.1,-1.1,5.1,0.2,-5.2,-12.6
CCC1Sc2ccc(S(=O)(=O)CCC(=O)Nc3cc(C)ccn3)cc2NC1=O (centres undefined),-8.4,7.5,-1.9,-1.2,-3.9,-1.4,-7.4,4.0,-9.1,1.6
COc1ccccc1/C=C/C(=O)Nc1cccnc1,1.2,0.0,-2.1,0.1,-24.2,-1.9,-18.4,2.4,-6.3,0.2
CCC(=O)Nc1ccc(NC(=O)c2oc3ccccc3c2C)cc1,-5.3,8.4,-1.1,1.4,-8.1,-19.9,-14.1,-4.1,1.8,-6.1
CCCCOC(=O)CSC(=S)N(C)Cc1cccs1,3.9,2.3,-1.3,-1.1,-13.0,-1.3,-10.3,1.2,-2.6,-5.0
COc1ccc(/[N+]([O-])=C/c2ccco2)cc1,0.3,-2.3,-5.1,-0.5,3.6,12.4,-1.5,6.0,1.7,1.9
COc1ccc(C(=O)O)cc1S(=O)(=O)N(C)CCc1cccnc1,1.9,0.3,-0.7,0.5,5.7,-0.7,-4.8,0.6,0.8,-4.5
NC(=S)NNc1ccc(Cl)c(Cl)c1,2.1,5.3,-3.0,0.4,4.5,8.5,8.4,-1.7,-3.8,14.8
COc1ccc(Cc2nnc(NC(=O)c3ccco3)s2)cc1OC,-1.2,-7.9,-0.7,1.6,6.5,2.4,-18.8,-0.7,1.5,2.2
COc1ccc2nc(NC(=O)CSCC(=O)Nc3cc(C)on3)sc2c1,3.2,-1.8,-0.2,4.4,3.9,-2.8,13.3,0.3,-1.8,2.8
C=CCNc1cccc2c1S(=O)(=O)N[C@H](Cc1ccccc1)CO2,-0.2,-2.5,-0.4,3.7,·,-6.8,9.2,-1.6,2.2,-1.0
C=CCN1C(=O)[C@H](CC(=O)NCCCN2CCCC2=O)[C@@]2(C(=O)OCC)CCCC=C12,2.5,0.8,·,1.5,·,2.5,·,-0.9,8.6,·
Cc1ccnc2nc(C(=O)OCC(=O)NC(=O)NCc3ccco3)nn12,-0.7,-3.8,0.8,0.8,-0.3,-2.5,3.6,-0.1,-3.5,-1.9
Cc1ccc(N2CC(C(=O)NC3CCC(C)CC3)CC2=O)cc1 (centres undefined),-0.1,5.2,-1.6,-2.7,-1.8,1.8,-6.2,0.3,1.8,0.7
Cc1cc(C)cc(OCc2ccc(C(=O)NN)o2)c1,0.5,-2.1,-2.0,6.8,-42.0,-9.7,-9.9,0.2,0.6,14.9
O=C(O)c1ccccc1,2.6,-1.6&6.7,-0.8,-1.3,-2.4,-3.2,5.1,1.1,-0.4,10.7
O=C(Nc1ccnc(-c2ccncc2)n1)c1ccc(F)cc1,-3.0,3.6,1.2,3.2,-2.0,-0.9,-1.5,2.3,-2.2,-0.4
CSc1ncc(CN2CCC(C(=O)Nc3cccc(-c4cscn4)c3)CC2)cn1,1.2,-4.4,-3.4,-5.1,4.3,3.7,16.2,-2.3,-2.1,-4.5
CC(=O)c1cccc(S(=O)(=O)NCCC(=O)O)c1,1.5,-2.1,-2.6,2.1,2.1,3.0,-1.4,-0.4,-2.5,-4.0
Cc1nc2scc(C)n2c(=O)c1S(=O)(=O)Nc1ccc(N2CCN(S(C)(=O)=O)CC2)cc1,-1.9,0.3,-2.7,6.4,1.3,3.0,10.6,0.2,1.0,-6.7
O=C(COc1ccc([N+](=O)[O-])cc1)Nc1ccncc1,-1.1,-2.8,-3.2,-0.1,-2.9,4.9,-5.8,-4.9,3.6,-9.8
CCOC(=O)c1cn(-c2ccccc2CO)c2c(F)c(F)c(F)cc2c1=O,2.1,-3.0,-1.2,5.8,2.7,-11.2,-2.7,-3.4,4.5,-12.5
CC(C)NC(=O)/C(C#N)=C/c1cccc(NC(=O)c2ccccc2Cl)c1,8.0,-2.5,-1.7,0.3,7.0,-2.4,0.4,3.1,1.5,6.1
COc1ccc2oc(C(=O)N3CCN(C/C=C/c4ccccc4)CC3)c(C)c2c1,0.9,-5.3,-3.4,-4.4,-15.2,2.6,0.8,-1.5,1.3,-7.6
O=C(c1cc2c(s1)-c1ccccc1S(=O)(=O)C2)N1CCN(Cc2ccccc2)CC1,-1.2,2.6,0.5,4.3,2.5,0.7,0.2,-2.5,3.9,-9.3
Cc1c(NC(=O)/C(C#N)=C/c2ccc(-c3cc(Cl)ccc3Cl)o2)c(=O)n(-c2ccccc2)n1C,2.4,-15.5,-2.3,5.7,1.6,-8.1,-9.1,1.6,10.2,13.7
COC(=O)c1cc(C(c2ccccc2O)C2CCC(C)(C)O2)n2ccccc12 (centres undefined),-27.7,-2.4,·,3.4,·,0.6,·,-2.3,-20.4,·
CCC(=O)c1ccc(CCCCCC(=O)O)s1,0.4,-11.3,1.8,1.3,-5.8,-1.2,7.4,2.9,-1.6,4.1

# A draw from above in order of SMILES length, smallest number first.
SMILES,GC-A act,NR1D1 modulator,PG9 Ab binder,rCAG RNA binder,HTRA1 inhibitor,mABHD4 FP,ARFGAP1 inh,SMARCA2 act,GC-B act,ASAP1 inh
O=C(COc1ccc([N+](=O)[O-])cc1)Nc1ccncc1,-1.1,-2.8,-3.2,-0.1,-2.9,4.9,-5.8,-4.9,3.6,-9.8
CCOC(=O)c1cn(-c2ccccc2CO)c2c(F)c(F)c(F)cc2c1=O,2.1,-3.0,-1.2,5.8,2.7,-11.2,-2.7,-3.4,4.5,-12.5
COc1ccc2oc(C(=O)N3CCN(C/C=C/c4ccccc4)CC3)c(C)c2c1,0.9,-5.3,-3.4,-4.4,-15.2,2.6,0.8,-1.5,1.3,-7.6

# Next records follow:
SMILES,GC-A act,NR1D1 modulator,PG9 Ab binder,rCAG RNA binder,HTRA1 inhibitor,mABHD4 FP,ARFGAP1 inh,SMARCA2 act,GC-B act,ASAP1 inh
CNC(=O)NC(=O)CSc1nnc(-c2ccc(F)cc2)n1CC1CCCO1 (centres undefined),2.4,1.0,0.0,-2.5,0.2,0.4,0.5,-5.1,2.0,-7.3
O=C(NC(=S)Nc1ccccc1N1CCOCC1)c1cccs1,6.9,2.9,-1.8,-1.3,-10.7,4.4,1.7,-0.5,4.4,-1.0
CSc1ccc(C(=O)C2CCCN(C(=O)c3ccc4c(c3)OCO4)C2)cc1 (centres undefined),-3.2,-0.4,1.6,-6.0,-1.8,3.3,5.2,-4.7,-7.6,-4.1
Cc1ccc(Oc2ccc3c(c2)C(=O)N(c2ccc(S(=O)(=O)Nc4nccs4)cc2)C3=O)cc1,-4.0,-4.3,5.4,61.1*,-33.1,5.7,-8.6,-1.9,-3.1,10.4
CCCCC(=O)Nc1ccc(C(=O)N2CCN(c3ccccc3OC)CC2)cc1,0.9,-5.0,3.3,-6.8,-2.2,2.0,8.9,-0.7,1.9,-4.6
CN(c1ccccc1)S(=O)(=O)c1cccc(NC(=O)c2cc(=O)c3ccccc3o2)c1,-3.6,-6.2,0.0,5.9,-14.1,-6.0,13.5,-2.1,2.6,12.3
O=C1/C(=C/c2ccccc2)SC(=S)N1CCCC(=O)N1CCCCC1CCO (centres undefined),-3.8,5.5,-0.4,-1.0,-10.5,0.8,-13.4,-1.4,-4.9,4.5
O=C(Cc1ccccc1)NCc1n[nH]c(=S)n1-c1ccccc1,-0.1,5.4,0.5,-1.8,-1.8,-0.5,9.7,-2.2,2.6,-1.0
COC(=O)c1ccc(N2Cc3ccccc3/C2=N\C(=O)Nc2ccccc2)cc1,-2.7,-0.2,2.3,1.5,3.0,-1.0,-0.9,-1.3,2.4,-7.7
O=c1c(-c2nn[nH]n2)coc2ccc(Cl)cc12,1.3,2.3,1.5,0.7,0.7,2.9,-6.1,1.2,-1.9,-12.3
COc1ccc(NC(=O)CSCC(=O)Nc2cc(Cl)ccc2N2CCOCC2)cc1,-18.6,5.3,-2.3,-1.7,-0.1,-0.8,8.0,4.5,-18.2,-6.4
N#Cc1ccc(OCC(O)CS(=O)(=O)c2ccccc2)cc1 (centres undefined),-0.3,2.6,-0.5,-4.9,7.1,-1.2,-0.3,3.7,-4.7,1.4
COc1ccc(-c2nc3n(c2Br)CCC3)cc1,11.1,-1.9,-1.1,8.5,-0.3,0.1,10.0,5.8,6.3,11.7
O/N=C1/CCc2cccc3cccc1c23,3.8,8.2,-3.5,-2.4,3.3,2.6,-2.5,0.8,3.8,-1.1
COc1ccc(S(=O)(=O)N(C)C[C@H]2Oc3ccc(NC(=O)NC(C)C)cc3C(=O)N([C@H](C)CO)C[C@@H]2C)cc1,3.8,5.5,3.0,-1.9,-6.7,1.3,0.2,-0.6,5.0,-7.5
OC[C@H]1O[C@@H](O[C@@H]2[C@@H](CO)O[C@@](O)(CO)[C@H]2O)[C@H](O)[C@@H](O)[C@H]1O,-0.5,-2.1,0.0,2.0,5.0,0.2,-4.3,1.7,2.6,2.8
CC(C)[C@H](NC(=O)NCCc1ccc(F)cc1)C(=O)O,-2.0,6.2,0.8,-0.6,4.5,5.2,3.9,0.1,-7.7,-7.3
CCc1ccccc1NC(=O)C1CCN(S(=O)(=O)c2ccc(N3CCCC3=O)cc2)CC1,5.3,-6.0,-1.4,1.9,2.2,2.7,-10.5,-1.1,4.6,5.6
CN(C)C(CNS(=O)(=O)c1ccc(F)cc1)c1cccnc1 (centres undefined),1.5,3.5,-0.2,0.8,5.9,4.2,-4.4,-3.1,1.4,2.8
C[C@H]1CN([C@@H](C)CO)S(=O)(=O)c2ccc(Br)cc2O[C@@H]1CN(C)Cc1ccccc1,-3.6,4.4,-0.4,2.0,-31.2,-4.4,2.7,-4.3,-7.7,-11.0
CCOC(=O)[C@H]1[C@H]2COc3ccccc3[C@@H]2N2C(=O)CN(Cc3ccc(C)cc3)C(=O)[C@@]12C,0.5,1.0,-3.5,-366.6,-14.0,-5.6,0.7,0.1,2.9,-5.1
Cn1c(SCCc2ccccc2)nnc1-c1ccco1,6.7,-0.9,·,5.5,·,-10.2,·,9.4*,6.4,·

# Rows were taken by chance; 4.4% or so of the library scored in one or more.
